SUMO HTRF inh: SUMOylation inhibition | HTRF SUMOylation assay, SAE1/SAE2 + UBC9, in vitro | inhibition, % at 35 µM | 0.36% of 290,000 active | AID 2006; in the data active means inhibition above about 50%, passing the limit was not always enough; further: strong numbers were not always called active
Target sequence (P63279 whole entry, looked up): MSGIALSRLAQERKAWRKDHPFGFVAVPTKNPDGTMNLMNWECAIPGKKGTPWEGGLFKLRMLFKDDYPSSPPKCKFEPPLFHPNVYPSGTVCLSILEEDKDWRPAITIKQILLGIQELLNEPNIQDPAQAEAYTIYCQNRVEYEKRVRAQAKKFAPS
IDE cell inh: cellular human IDE inhibition | P14735 | HEK cells, FAbetaB cleavage, fluorescence polarization | inhibition, % at 5.59 µM | 0.41% of 320,000 active | AID 434962;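 active means percent inhibition above the average of all tested compounds plus 3 SD, set per screening campaign, cut at about 16% in these data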;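 further: IDE supplied by intact live HEK cells; FP after avidin binding of uncleaved biotin substrate so inhibition keeps polarization high; 0% = DMSO wells and 100% = 60 µM reference IDE inhibitor Ii1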
PfM18AAP inh: blocks P. falciparum M18 aspartyl aminopeptidase. recombinant PfM18AAP, H-Glu-NHMec fluorogenic cleavage. inhibition, % at 7.35 µM. 1.2% of 290,000 active;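 active means inhibition above the campaign mean inhibition over all tested compounds plus 3 SD, cut at about 28% in these data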;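 further: 0% = plate median of test compound wells and 100% = 2 mM ZnCl2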
IDE cell activ: activators of human insulin-degrading enzyme in cells; HEK cells, FAbeta-B cleavage, fluorescence polarization; 0% vehicle, 100% cell-free pure enzyme wells; activation, % at 5.96 µM; 0.073% of 340,000 active;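 active means activation above the mean of all tested compounds plus 3 SD, set per screening campaign, cut at about 17% in these data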
MEKK2mut PB1 HTS: signal of MEK5 binding to mutant human MEKK2 PB1 domain; 0.35% of 290,000 active; AID 1530; bead flow cytometry, Alexa488-MEK5 binding to MEKK2 mutant; percent response, % at 10 µM; in the data active means percent response above about 24%, passing the limit was not always enough; further: inactives centre near 1; some results filed as inactive read as strong as hits; reference of the scale not given here
MEKK3 PB1 HTS: modulators (inhibitors or enhancers) of MEK5 binding to human MEKK3 PB1 domain; binding response (% of control), % at 10 µM; 1.4% of 290,000 active; bead-based flow cytometry, Alexa488-MEK5 binding to MEKK3; actives lie on both sides; 0 = blocked by unlabeled MEK5, 100 = vehicle; AID 1529; Q99759;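 active means binding response more than 3 SD above or below the average of its plate-row segment, actives on both sides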;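 further: Alexa488 bead fluorescence after subtracting the streptavidin-only scavenger bead signal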
Target sequence (Q99759 whole entry, looked up, the tested form may be a part): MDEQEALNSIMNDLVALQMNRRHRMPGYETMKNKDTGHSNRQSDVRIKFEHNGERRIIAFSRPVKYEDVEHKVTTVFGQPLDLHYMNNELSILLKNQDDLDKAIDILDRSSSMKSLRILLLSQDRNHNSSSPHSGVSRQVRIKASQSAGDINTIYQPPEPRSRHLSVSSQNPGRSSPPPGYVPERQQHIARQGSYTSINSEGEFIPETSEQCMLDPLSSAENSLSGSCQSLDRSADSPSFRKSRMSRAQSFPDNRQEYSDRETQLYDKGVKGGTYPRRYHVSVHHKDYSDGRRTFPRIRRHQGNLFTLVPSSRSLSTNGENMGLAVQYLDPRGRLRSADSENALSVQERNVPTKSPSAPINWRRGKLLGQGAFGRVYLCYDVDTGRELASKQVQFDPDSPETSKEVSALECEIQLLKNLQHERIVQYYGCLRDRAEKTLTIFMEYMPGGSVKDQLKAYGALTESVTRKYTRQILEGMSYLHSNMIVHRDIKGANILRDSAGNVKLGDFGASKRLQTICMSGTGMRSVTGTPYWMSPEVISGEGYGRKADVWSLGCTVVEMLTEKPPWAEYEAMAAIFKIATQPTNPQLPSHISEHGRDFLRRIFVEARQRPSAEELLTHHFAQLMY
pCIP destab: compounds decreasing mouse p/CIP protein stability. Q05BA5. F442A p/CIP-EGFP cells, EGFP fluorescence, 16 h. decrease of EGFP signal, % at 10 µM. 0.01% of 290,000 active. AID 1984;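 active means EGFP signal decrease of at least 30% at 10 µM or well 3 SD below plate mean, unless failing retest; inactive means the rest, including hits failing retest or dose response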; further: some compounds called inactive have numbers as strong as hits; many of its hits are not listed in these tables
MEKK2 WT-MEK5: raises or lowers MEK5 binding to wildtype human MEKK2 PB1 domain | bead flow cytometry, Alexa488-MEK5 binding to MEKK2 WT; actives lie on both sides | binding response (% of control), % at 10 µM | 1.1% of 290,000 active | AID 1531; in the data active means binding response below about 67% or above about 130%
NALP1 yeast inh: NALP1 inhibition. AID 2071. 0.61% of 280,000 active. S. cerevisiae NALP1/ASC/caspase-1 growth, X-gal OD620, 72 h. inhibition, % at 10 µM; in the data active means inhibition mostly above about 24%, no sharp cut-off; inactive means mostly below about 32%; further: some compounds called inactive have numbers as strong as hits
Active calls of the source: *; nt = no result given. This is a subset, so the mix of outcomes need not match the whole.

SMILES | SUMO HTRF inh | IDE cell inh | PfM18AAP inh | IDE cell activ | MEKK2mut PB1 HTS | MEKK3 PB1 HTS | pCIP destab | MEKK2 WT-MEK5 | NALP1 yeast inh
COc1cc([C@H]2[C@@H]3CCCC[C@]3(O)CCN2CC(=O)Nc2ccc(C)cc2C)ccc1O | -40 | 7 | 1 | 3 | 0 | 99 | 11 | 102 | 5
CCn1c2ccccc2c2cc(/C=N/n3cnnc3)ccc21 | 32 | 1 | -4 | 1 | 6 | 104 | 0 | 103 | -4
Brc1ccc(-c2csc(N/N=C/c3ccco3)n2)cc1 | 6 | -1 | 6 | 2 | -12 | 92 | -13 | 86 | 12
O=S(=O)(c1ccccc1)N1CCN(c2ncnc3scc(-c4ccccc4)c23)CC1 | -114 | 1 | -1 | 3 | -2 | 98 | -13 | 89 | 1
CCOC(=O)N1CCN(C(=S)NC(C)(C)C)CC1 | 14 | -1 | -3 | 0 | 2 | 96 | -22 | 92 | 9
O=C1CCC/C(=N/NC(=O)c2ccc(NS(=O)(=O)c3cccs3)cc2)C1 | 10 | 4 | 23 | 0 | -43 | 97 | -9 | 99 | 9
Cn1nnnc1SCC(=O)Nc1ccccc1C(N)=O | 8 | 1 | -15 | 0 | 3 | 105 | -1 | 109 | 10
O=C(O)CCN1C(=O)/C(=C\c2ccc(-c3nc4ccccc4s3)o2)SC1=S | 34 | 1 | -4 | -6 | 5 | 100 | 1 | 91 | -4
Cc1cc(C)nc(SCCS(=O)(=O)Cc2ccccc2)n1 | 1 | 0 | -1 | 2 | 4 | 110 | -2 | 110 | 9
COc1cc(OC)c(C2C(C(=O)Nc3ccccc3)=C(C)Nc3ncnn32)cc1OC (stereo not drawn) | 13 | 4 | 8 | 4 | -8 | 94 | -6 | 96 | 6
COc1ccc(CCNC(=O)CCNS(=O)(=O)c2cccc3nsnc23)cc1OC | -8 | 0 | -1 | 2 | -3 | 97 | -5 | 96 | 29
CCOC(=O)c1cnc2ccc(OC)cc2c1Nc1ccc2c(c1)OCCO2 | 15 | -1 | 6 | 3 | 4 | 108 | -16 | 111 | 6
Cc1cccc(C)c1NC(=O)C(c1ccc([N+](=O)[O-])cc1)N(C)C(=O)c1ccccn1 (stereo not drawn) | 3 | 2 | 5 | 3 | -2 | 94 | -7 | 93 | 7
O=C(NCc1ccc2c(c1)OCO2)c1ccncc1 | -20 | 3 | -5 | 3 | 4 | 98 | 2 | 97 | -1
COc1ccc(C(=O)NC(C)c2ccc(-n3ccnc3)cc2)c(OC)c1 (stereo not drawn) | -7 | -5 | 3 | 1 | 9 | 106 | -3 | 111 | 5
COc1ccc(S(=O)(=O)N2CCCC(C(=O)N3CCOCC3)C2)cc1OC (stereo not drawn) | 4 | 5 | -1 | 3 | -1 | 101 | 5 | 99 | 8
CCOC(=O)c1cccnc1SC(CC)C(=O)NCc1ccco1 (stereo not drawn) | -2 | -2 | 5 | 5 | 7 | 101 | -11 | 100 | -2
Cc1ccc(C(=O)NC2CCCN(c3ccc(C(F)(F)F)cn3)C2)cn1 (stereo not drawn) | 13 | -2 | -11 | 2 | 0 | 103 | 2 | 101 | 12
CCOc1ccccc1NC(=O)C1COc2ccccc2O1 (stereo not drawn) | -6 | nt | 5 | 5 | 9 | 107 | 8 | 106 | -8
O=[N+]([O-])c1cc(/C=N/NC(=S)Nc2ccccc2Cl)ccc1Cl | 25 | -2 | -8 | 5 | -17 | 60 | -4 | 61 | -10
CN(C)C(=O)CCN1CCOCC1 | 23 | 2 | -13 | -2 | 17 | 101 | -14 | 100 | 20
CN(C)S(=O)(=O)c1ccc(NC(=O)c2cc(F)c(F)cc2Cl)cc1 | -3 | -1 | 1 | 4 | 10 | 102 | 1 | 103 | 27
COCCC(=O)N1CCC(Oc2ccc(C(=O)N3CCCCCCC3)cc2)CC1 | 8 | -4 | -4 | 9 | 12 | 108 | 25 | 113 | 16
COc1cc(/C=C/C(=O)O)cc(S(=O)(=O)NCc2ccco2)c1OC | 37 | 0 | 2 | 1 | -2 | 105 | -9 | 98 | 2
COc1cccc(CNC(=O)CC2C(=O)NCCN2Cc2ccoc2)c1OC (stereo not drawn) | 19 | 1 | 2 | 6 | -12 | 100 | -9 | 90 | -1
CCc1ccc(N(CC(=O)NC2CCCCC2)C(=O)CNC(=O)c2ccco2)cc1 | -9 | 1 | -2 | 3 | -5 | 101 | 0 | 99 | 26
Cc1nc2nc(C)c(CCC(=O)N3CCOCC3)c(C)n2n1 | 18 | 3 | -4 | 7 | 4 | 101 | -5 | 106 | -29
CCc1n[nH]c(=S)n1/N=C/c1cccc2ccccc12 | -6 | 3 | 5 | -10 | 0 | 96 | 9 | 95 | -10
O=c1[nH]c(=S)ccn1C1OC(CO)C(O)C1O (stereo not drawn) | nt | -6 | nt | -2 | 2 | 106 | nt | 103 | nt
CCOc1ccc(N2C(=O)C3ON(C)C(c4ccc([N+](=O)[O-])cc4)C3C2=O)cc1 (stereo not drawn) | -6 | -1 | -1 | -1 | -4 | 92 | -4 | 86 | nt
Cc1ccc(NC(=S)NNC(=O)c2nnn(-c3ccccc3)c2C)cc1 | -73 | 5 | 7 | 0 | -2 | 95 | 3 | 94 | 26
CCc1ccccc1NC1=NCC(=O)N1C1CCCC1 | 6 | -1 | -4 | -1 | 0 | 101 | -6 | 98 | -1
O=C(Cc1ccc([N+](=O)[O-])cc1)Nc1cccnc1 | 9 | 4 | -2 | 0 | 15 | 102 | -6 | 100 | 15
COc1ccc(C2=NOC(C(=O)NCc3ccc(F)cc3)C2)cc1 (stereo not drawn) | 18 | 2 | 0 | 0 | nt | nt | -18 | nt | 15
C=CCOc1ccc(-c2nc3c(c(=O)[nH]c(=O)n3CCC)n2CCCC)cc1 | 12 | 0 | -9 | 1 | 6 | 101 | -22 | 101 | 8
O=C(NNC(=S)NCc1ccccc1)c1cccc([N+](=O)[O-])c1 | -2 | 3 | -1 | 6 | -5 | 92 | 6 | 92 | -23
O=C(CCN1C(=O)/C(=C/c2ccccc2Cl)SC1=S)N1CCOCC1 | -8 | 4 | -24 | -3 | 5 | 101 | -17 | 101 | 8
Cc1cc(C)cc(OCC(=O)NCCN2CCOCC2)c1 | 9 | 4 | -3 | 6 | 0 | 98 | -4 | 105 | 3
Cc1cccc(Cn2c(N3CCN(CCO)CC3)nc3c2c(=O)[nH]c(=O)n3C)c1 | 4 | -6 | -6 | 0 | 1 | 104 | -1 | 102 | 10
O=C(CSc1ccccc1)NC1CCCCCC1 | -2 | 9 | 5 | 2 | 6 | 99 | -10 | 102 | 3
O=C(O)Cc1ccc(NC(=O)c2cnccn2)cc1 | 9 | -2 | -11 | 3 | -9 | 96 | 5 | 95 | 24
Cn1c(=O)c2c(nc(OCCc3ccccc3)n2C)n(C)c1=O | 12 | -2 | -3 | -4 | 13 | 112 | -2 | 100 | 12
O=C(NCc1ccccc1F)c1cccs1 | 8 | -2 | 3 | 4 | 4 | 103 | -11 | 108 | nt
Cc1ccc(S(=O)(=O)N2CCOCC2)cc1C(=O)N(Cc1nnc(-c2ccccc2Cl)o1)C1CC1 | 4 | 1 | 2 | 5 | 5 | 102 | 10 | 105 | 9
CCC(Sc1nc(N)c(NC(=O)c2ccc(OC)cc2)c(=O)[nH]1)C(=O)O (stereo not drawn) | 16 | 6 | -1 | 4 | -5 | 92 | 2 | 92 | 5

Entries of single compounds as entered above. Order of values: SUMO HTRF inh	IDE cell inh	PfM18AAP inh	IDE cell activ	MEKK2mut PB1 HTS	MEKK3 PB1 HTS	pCIP destab	MEKK2 WT-MEK5	NALP1 yeast inh
O=C(Cc1ccc([N+](=O)[O-])cc1)Nc1cccnc1 reads 9	4	-2	0	15	102	-6	100	15
O=C(NNC(=S)NCc1ccccc1)c1cccc([N+](=O)[O-])c1 reads -2	3	-1	6	-5	92	6	92	-23
O=C(O)Cc1ccc(NC(=O)c2cnccn2)cc1 reads 9	-2	-11	3	-9	96	5	95	24

Next section:
SMILES | SUMO HTRF inh | IDE cell inh | PfM18AAP inh | IDE cell activ | MEKK2mut PB1 HTS | MEKK3 PB1 HTS | pCIP destab | MEKK2 WT-MEK5 | NALP1 yeast inh
Cc1ccc2nc(-c3ccc(S(=O)(=O)N4CCCCC4)cc3)cn2c1 | 13 | 1 | -5 | 4 | -7 | 102 | 2 | 99 | -1
COC(=O)C1=C(C(=O)OC)[C@@H]2N(C)c3ccc(OC)cc3[C@@]23C[C@@H](C(=O)OC)N(C(=O)C2CCC2)C3=N1 | -11 | 3 | nt | nt | -13 | 79 | 4 | 87 | 3
COc1ccc(OC)c(CCNC(=O)c2ccc(CS(=O)Cc3cccc(Cl)c3)o2)c1 (stereo not drawn) | 3 | -3 | -7 | 3 | 1 | 101 | 3 | 104 | -1
O=C1C2C3CCC(C3)C2C(=O)N1c1ccc(OS(=O)(=O)c2ccccc2)cc1 (stereo not drawn) | -2 | 6 | -2 | -1 | 1 | 101 | -17 | 103 | -2
O=S(=O)(Nc1nc2ccccc2nc1N1CCN(c2ccccn2)CC1)c1ccc(Cl)cc1 | 28 | nt | -12 | -2 | 3 | 109 | -35 | 105 | 39
Cc1nc2nc(C)c(CCC(=O)NCc3ccc4c(c3)OCO4)c(C)n2n1 | -10 | 5 | -1 | -4 | 13 | 106 | -16 | 106 | 16
O=C(CCCCCn1c(=S)[nH]c2ccsc2c1=O)NC1CCCCC1 | 14 | -1 | 4 | -6 | 2 | 102 | 1 | 101 | -20
COC(=O)CSc1nnc(C)c(=O)[nH]1 | -8 | -6 | 6 | 2 | 2 | 105 | 2 | 108 | 0
COc1ccccc1Nc1nc(N)nc(CSC(=S)N2CCN(c3ccccc3)CC2)n1 | 0 | -2 | -6 | -6 | -2 | 100 | -12 | 95 | 6
COc1ccc(C2CCCN2C(=O)c2cccs2)cc1 (stereo not drawn) | 23 | -2 | -2 | 6 | 2 | 101 | -11 | 103 | 19
COc1ccc(-n2nc(C(=O)NCC(=O)Nc3cc(C)ccc3OC)c3ccccc3c2=O)c(OC)c1 | -9 | -1 | 2 | 5 | -8 | 95 | -10 | 93 | 19
NNC(=O)CCn1nnc2ccccc21 | 7 | 1 | 2 | 6 | -18 | 85 | -6 | 85 | 18
Cc1nnc(SCCc2ccccc2)[nH]c1=O | -1 | -4 | -5 | -1 | -11 | 94 | -4 | 97 | 12
Cc1ccc(C)c(NC(=O)Cc2ccc(S(=O)(=O)N3CCCCC3)s2)c1 | 0 | 5 | 10 | 0 | -3 | 96 | -9 | 96 | 22
Cc1ccc(OCC(O)Cn2c(NCCc3ccccc3)nc3c2c(=O)[nH]c(=O)n3C)cc1 (stereo not drawn) | 11 | 11 | 2 | 1 | 15 | 120 | -7 | 122 | 29
Cc1cc(Cl)c2oc(C(=O)N(C)CCCCN3CCOCC3)c(C)c2c1 | 17 | -2 | -18 | -2 | 5 | 104 | -11 | 116 | -4
CCOc1ccc(/C=C2\SC(=S)N(C)C2=O)cc1OC | -2 | 10 | -1 | nt | -5 | 96 | -5 | 90 | -3
CC1CCN(C(=O)CSc2nnc(CSc3ncccn3)n2C)CC1 | 11 | 2 | -9 | 7 | 10 | 104 | 3 | 105 | 16
Cc1ccnc2nc(C(=O)NC3=NCCS3)nn12 | 3 | 0 | 5 | -3 | 9 | 104 | 0 | 109 | 1

Compound activity: PubChem, several laboratories
